aSyn yeast rescue = alpha-synuclein toxicity suppression in yeast; S. cerevisiae alpha-synuclein toxicity rescue, BacTiter-Glo growth, 24 h; AID 1347070; Potency, µM (top dose mostly 46.1 µM), inactives show top-dose growth rescue (activation), actives largely listed as activators; 94,000 compounds, 0.02% hits; active means well fitted activation curve with a large enough effect; inconclusive means small, poorly fitted or top-dose-only effect; further: 0% is about no effect
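Growth restoration measured by BacTiter-Glo luminescence after 24 hr at 30 deg C; alpha-synuclein yeast, raffinose-pregrown to mid-log, were added at OD600=0.02 in galactose medium onto pinned compounds.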
Numbers without * were called inactive; ? = inconclusive. Potency means the concentration at half of the fitted maximal effect.

SMILES	aSyn yeast rescue
COc1ccccc1C(=O)Nc1nnc(S(=O)(=O)N2CCCCC2)s1	-7.3%
O=C(CNC(=O)c1cccc(Br)c1)N/N=C/c1ccc2c(c1)OCO2	6.9%
NC(=O)c1nsc(C(=O)N(Cc2ccco2)C(C(=O)NCC2CCCO2)c2ccc(F)cc2)c1N (configuration not stated)	1.7%
CCN(CCCNC(=O)CN1N=C(c2ccc(OC)cc2)CCC1=O)c1cccc(C)c1	-1.7%
CCN1CCN(c2ccc(S(=O)(=O)N3CCCCC3)cc2NC(=O)c2cccc(C)c2[N+](=O)[O-])CC1	5.7%
CC12CCC(CC1O)C2C(=O)O (configuration not stated)	-0.7%
O=C(C1CCN(c2ncnc3c2nc2n3CCCCC2)CC1)N1CCN(c2ccccc2F)CC1	13.5%
COc1ccccc1C1C=C(c2ccc(C(C)C)cc2)Nc2nnnn21 (configuration not stated)	2.6%
CCC1CN(C(=O)C2CCN(S(=O)(=O)c3c(C)noc3/C=C/c3ccc(C)cc3)CC2)c2cc(C)ccc2O1 (configuration not stated)	4.1%
CCOc1ccc(CNC(=O)c2nn(-c3ccc(OC)cc3)c(=O)c3c2c2ccccc2n3C)cc1	-7.7%
O=C(Nc1cc(-c2ccccc2)[nH]n1)c1ccccc1F	-2.8%
CCOC(=O)c1c(NC(=O)CSc2cn(CCNC(=O)c3ccc(OC)c(OC)c3)c3ccccc23)sc2c1CCC2	4.5%
COc1cc(/C=C2\CCCc3c2nc2ccccc2c3C(=O)O)cc(Br)c1O	0.9%
Fc1ccccc1C1=NC(c2ccc(C(F)(F)F)cc2)=Nc2ccccc2N1	-10.6%
Cc1nn(-c2ccc(N3CCOCC3)nn2)c(C)c1CCC(=O)NCc1ccc(Cl)cc1	-5.4%
COc1ccc(NS(=O)(=O)c2ccc(N3CCCCS3(=O)=O)cc2)cc1Cl	-3.7%
Cc1ccc(C(=O)COC(=O)C2CCC2)cc1	-2.6%
CCOC1=NN(c2ncc(C(F)(F)F)cc2Cl)C(=O)C1	9.4%
Cc1ccccc1NC(=S)NC(C)C(c1cccs1)N1CCOCC1 (configuration not stated)	3.7%
CSc1ncc(S(=O)(=O)c2ccccc2)c(=O)[nH]1	-2.4%
Cc1ccc(-c2nc(NCCCN(C)C)c3ccccc3n2)cc1	-4.2%
COc1ccc(S(=O)(=O)NCC(c2ccc(N(C)C)cc2)N2CCc3ccccc32)cc1 (configuration not stated)	-9.6%
O=C(O)C1CC=CCC1C(=O)N1CC=C(c2ccccc2)CC1 (configuration not stated)	-1.5%
CCc1ccc(NC(=O)Cn2c(=O)n(Cc3ccco3)c(=O)c3cccnc32)cc1	-5.6%
CCNC(=O)CC1C(=O)N(c2ccc(C)cc2)C(=O)N1CCC(C)C (configuration not stated)	-5.3%
COC(=O)[C@H]1C[C@@]2(O)CN(S(=O)(=O)c3ccc(C)cc3)C[C@@]2(OC(=O)NCc2ccco2)C[C@H]1C(=O)OC	7.3%
NS(=O)(=O)c1ccc(CCn2c(=S)[nH]c3ccccc3c2=O)cc1	-2.2%
O=C(NNC(=O)c1cccs1)c1ccc2ccccc2c1	2.3%
COc1ccc(S(=O)(=O)N2CCC(C(N)=O)CC2)cc1C(=O)N1CCCCCC1	10.0%
Clc1ccccc1OCCSc1nnc(-c2cccs2)o1	?

An excerpt from further up, as a working copy:
SMILES	aSyn yeast rescue
COc1ccccc1C(=O)Nc1nnc(S(=O)(=O)N2CCCCC2)s1	-7.3%
O=C(CNC(=O)c1cccc(Br)c1)N/N=C/c1ccc2c(c1)OCO2	6.9%
NC(=O)c1nsc(C(=O)N(Cc2ccco2)C(C(=O)NCC2CCCO2)c2ccc(F)cc2)c1N (configuration not stated)	1.7%

Later entries.
SMILES	aSyn yeast rescue
O=C1CCc2cc(S(=O)(=O)Nc3ccccc3)cc3c2N1CCC3	1.7%
O=C(OCc1ccccc1)N1CCCC2CC1c1ccccc12 (configuration not stated)	-16.5%
COc1ccc([N+](=O)[O-])cc1NC(=O)C(C)OC(=O)c1ccccn1 (configuration not stated)	5.9%
CCN(CCNC(=O)C1=C(C)C(=O)OC12CCC(C)CC2)c1ccccc1 (configuration not stated)	14.2%
Oc1ccc(NCc2ccc(OCc3ccccc3)cc2)cc1	-29.1%
Cc1ccc(NC(=O)CN2C(=O)S/C(=C\c3cc(C)n(-c4cccc(C(=O)O)c4)c3C)C2=O)cc1	-7.3%
CCCN(C(=O)c1cc2c(s1)-c1ccccc1SC2)c1ccccc1F	-8.6%
Cc1cccc(CS(=O)(=O)c2ncc(Cl)c(C(=O)Nc3nc4ccc(F)cc4s3)n2)c1	2.3%
Cc1ccccc1CNCc1c(C(=O)O)c(C)n(Cc2ccc(F)cc2Cl)c1C	0.7%
Cc1ccccc1NC(=O)COC(=O)CCSc1ccccc1	3.9%
Cc1ccc(NC(=O)N(Cc2cn(C)c3ccccc23)C2CCCCC2)cc1C	2.6%
COc1ccc(NC(=O)c2nc(-c3ccc(C)cc3)n3c2CCCCC3)cc1	7.7%
COc1ccc(C(=O)Nc2ccc(-c3nnn(CC(=O)NCc4ccco4)n3)cc2)cc1	0.6%
Cn1c(=O)n(C)c2cc(N3CCOCC3)c(NS(=O)(=O)c3ccc(Cl)cc3)cc21	4.1%
CC(C)N(Cc1ccccc1)C(=O)CN1C(=O)CSc2ccc(S(=O)(=O)N3CCCC3)cc21	-11.8%
COc1ccc(CNC(=O)C(=O)NCC2OCCN2S(=O)(=O)c2ccc3c(c2)OCCO3)cc1 (configuration not stated)	-2.5%
CC(c1ccco1)N(C(=O)c1cccc(S(=O)(=O)N(C)C)c1)c1ccccn1 (configuration not stated)	-0.1%
C/C(=N\Nc1ccccn1)c1ccc2c(c1)OCO2	-3.4%
CCOC(=O)c1ccc(NC(=O)Cn2cnc(S(=O)(=O)N3CCCC3)c2)cc1	2.2%
O=C(Nc1ccc(NC(=O)c2ccccc2Cl)cc1)c1cccnc1	2.1%
CC1CCC(NS(=O)(=O)c2cccc3nsnc23)CC1 (configuration not stated)	5.4%
FC(F)(F)c1cnc(NNC(=S)Nc2ccccc2)c(Cl)c1	9.1%
NC(=O)CCS(=O)(=O)c1ccc(Cl)cc1	2.6%
CC1(C)CCC(C)(C)NC(=S)N1	4.8%
Cc1cccc(C)c1NC(=O)c1cc(S(=O)(=O)N2CCc3ccccc32)cn1C	-7.5%
CCc1nn2c(=O)cc(COC(=O)c3ccccc3NC(=O)c3ccc(C(C)(C)C)cc3)nc2s1	-7.3%
O=C1/C(=C/c2ccco2)SC(=S)N1c1cccnc1	5.5%
Cc1csc2nc(CNC(=O)C3CC=CCC3C(=O)O)cn12 (configuration not stated)	2.2%
CN1CCN(C(CNC(=O)c2ccccc2F)c2ccc3c(c2)OCO3)CC1 (configuration not stated)	-0.7%
CC1=C/C(=N\NC(=S)Nc2cccnc2)CC(C)(C)C1	-10.8%

Reformatted with each value named: entries from further up.
> Clc1ccccc1OCCSc1nnc(-c2cccs2)o1
  aSyn yeast rescue: ?

> O=C1CCc2cc(S(=O)(=O)Nc3ccccc3)cc3c2N1CCC3
  aSyn yeast rescue: 1.7%

> O=C(OCc1ccccc1)N1CCCC2CC1c1ccccc12 (configuration not stated)
  aSyn yeast rescue: -16.5%

> COc1ccc([N+](=O)[O-])cc1NC(=O)C(C)OC(=O)c1ccccn1 (configuration not stated)
  aSyn yeast rescue: 5.9%

Additional results
SMILES	aSyn yeast rescue
O=C(c1cccs1)N(Cc1cccnc1)c1nc2c(F)cc(F)cc2s1	2.4%
COc1ccc(-c2nc(C)c(CCNS(=O)(=O)c3cc(C)c(C)cc3C)s2)cc1	25.3%
O=C1COc2ccc(-c3cc(-c4ccccc4)c4c(n3)-c3ccccc3OC4)cc2N1	-0.8%
Cc1cc2cc(CNC(=O)c3ccco3)ccc2n1C	-0.5%
CC(=O)Nc1ccc(/C(C)=N/NC(=O)c2ccc(F)cc2)cc1	6.4%
COc1ccc(CN(C)CCCn2ccc(N)nc2=O)cc1OC	3.4%
CCCc1nn2c(=O)cc(COC(=O)c3ccccc3NC(=O)COc3ccccc3F)nc2s1	-15.1%
COc1ccc(N(CC(=O)Nc2ccc(C)cc2C)S(=O)(=O)c2ccccc2[N+](=O)[O-])c(OC)c1	-3.2%
CCCNC(=O)C1CC(=O)N(c2ccc(OCc3ccccc3)cc2)C1 (configuration not stated)	6.0%
CCCCN(C(=O)CC1CCCC1)c1c(N)n(Cc2ccccc2)c(=O)[nH]c1=O	-11.1%
COc1ccccc1N1CCN(C(=O)C2CCN(S(=O)(=O)c3cnc[nH]3)CC2)CC1	-2.3%
Cc1ccc2nc(NCc3ccccc3)c3nncn3c2c1	-2.7%
COc1cccc2sc(=NC(=O)CS(=O)(=O)c3ccc(Cl)cc3)n(C)c12	-26.4%
COc1ccc(CCC(=O)NCCS(=O)(=O)N2CCN(c3ccc(F)cc3)CC2)cc1	2.6%
Cc1ccc(CS(=O)Cc2ccc(C(=O)NCc3ccccc3Cl)o2)cc1 (configuration not stated)	2.9%
Cc1ccc(NC(=O)C(C)N2CCCc3ccccc32)cc1S(=O)(=O)N1CCOCC1 (configuration not stated)	-3.8%
CCCN(Cc1cccs1)C(=O)Nc1cc(C)cc(C)c1	-2.2%
CCOc1cc(/C=N/Nc2nncc(-c3ccccc3)n2)ccc1O	-5.4%
CCOc1ccc(NC(=O)Cn2nnc(C(=O)NCCc3ccccc3)c2N)cc1	0.7%
Cc1cccc(NC(=O)c2cc(S(=O)(=O)N3CCN(c4ccccc4F)CC3)ccc2F)c1C	-0.8%
CCS(=O)(=O)c1ccccc1C(=O)N(Cc1cccnc1)c1nc2cc(C)c(C)cc2s1	?
CCC(C(=O)Nc1ccccc1C(=O)OC)n1c(C)c2cnn(-c3ccccc3)c(=O)c2c1C (configuration not stated)	1.3%
COc1ccc(Cn2c(C(=O)O)c(CNCCc3cccs3)c3ccc(OC)cc32)cc1	6.9%
CCOc1ccc(NC(=O)c2oc3ccccc3c2NC(=O)c2cc3ccccc3o2)cc1	-6.6%
CCOc1ccc(CN2C(=O)c3ccccc3Sc3ccc(C(=O)NC)cc32)cc1	-0.8%
O=C(O)CC1S/C(=N\N=C2CCCCCC2)N(c2ccccc2)C1=O (configuration not stated)	-2.7%
CCOC(=O)c1cnc2cc(-c3ccc(OCC)cc3)nn2c1-c1ccccc1	-1.4%
O=S(=O)(c1ccccc1)N1CCN(c2nnc(-c3ccccc3)c3ccccc23)CC1	-7.6%
COc1cccc(/C=N/N=C(\N)c2nonc2N)c1O	-5.4%
Cc1cc(Br)ccc1SCC(=O)OCC(=O)NCc1ccco1	17.3%

Continued:
compound,aSyn yeast rescue
Cc1nn(-c2ccccc2)c(C)c1/C=N/N1CCN(c2ccccn2)CC1,-16.3%
Cc1cc(C)n(-c2ccc(C(=O)OC(C)C(=O)Nc3ccc(C(N)=O)cc3)cc2)n1 (configuration not stated),1.1%
CN1CCN(C(=O)N2c3ccccc3CCc3ccccc32)CC1,4.7%
Cc1nc(-c2ccccc2)sc1CCNS(=O)(=O)c1ccc(Br)cc1,8.5%
COc1cc(C(=O)N/N=C(\Cc2ncc[nH]2)c2ccccc2)cc(OC)c1OC,3.0%
Cc1ccc(Cl)cc1NC(=O)CN1C(=O)C(C)(C)c2cc(S(=O)(=O)N3CCCCC3)ccc21,1.3%
O=C(Cn1cnc2c(nnn2Cc2ccccc2)c1=O)NCC1CCCO1 (configuration not stated),-2.9%
Cc1cc(C)cc(NS(=O)(=O)c2ccc3[nH]cc(C(=O)N(C)Cc4ccccc4)c(=O)c3c2)c1,3.5%
COc1cc(Nc2nn(-c3ccc(OC(F)(F)F)cc3)nc2C(C)=O)cc(OC)c1,0.0%
Cc1ccc(NS(=O)(=O)Cc2ccccc2)nc1,8.4%
CN(C)c1ccc(CNC(=O)CCCN2C(=O)CCn3nc(-c4cn(C)c5ccccc45)cc32)cc1,1.5%
CN(C(=O)CSc1nncn1-c1ccccc1)c1ccccc1,11.9%
Cc1ccc(-c2nonc2NC(=O)c2ccco2)cc1C,-21.8%
CCOc1ccc(NS(=O)(=O)c2ccc3[nH]cc(C(=O)N(C)C4CCCCC4)c(=O)c3c2)cc1,3.1%
CCOc1ccccc1NC(=O)C1CCCN(S(=O)(=O)c2cn(C)cn2)C1 (configuration not stated),3.5%
COC(C(=O)Nc1ccc(S(=O)(=O)Nc2c(C)cccc2C)cc1)c1ccccc1 (configuration not stated),1.2%
COc1ccc(Cl)cc1S(=O)(=O)Nc1ccncc1,-1.8%
COCCN(C(=S)Nc1c(C)cccc1C)C(C)c1cccs1 (configuration not stated),14.8%
CCc1nnc(SCC(=O)Nc2ccc(Cl)cc2F)c2cc3occc3n12,4.6%
COc1ccccc1C(C(=O)NC1CCCC1)N(C(=O)c1csnn1)C1CC1 (configuration not stated),-3.1%

More results.
compound,aSyn yeast rescue
Cc1c(Cl)cccc1NC(=O)Cn1nc(C)c2sc3ccccc3c2c1=O,-7.7%
CCOC(=O)c1c(S(=O)(=O)NCC(=O)Nc2ccc(C)c(Cl)c2)c(C)n(C)c1C,7.2%
CCOC(=O)c1ccc(OS(=O)(=O)c2ccccc2)c(OC)c1,-3.6%
Cc1ccc(CNC(=O)c2c(Nc3c(C)cccc3C)sc(C(=O)c3ccccc3)c2N)cc1,19.3%
CN(C)c1ccc(-c2nc3cnccn3c2Nc2ccc3c(c2)OCCO3)cc1,9.3%
CCc1nn(CC(=O)N2CCCCC2)c(=O)c2cc3sc(C)cc3n12,2.4%
Cc1ccc(NC(=O)C2CCCN2S(=O)(=O)c2ccc3c(c2)C(C)(C)C(=O)N3C)cc1 (configuration not stated),-0.3%

Screening data deposited in PubChem by National Center for Advancing Translational Sciences (NCATS).

These rows are one share of the data, so the mix of outcomes need not match the whole.
